GPR55 activation: selective activators of receptor GPR55 – imaging, U2OS cells, beta-arrestin-GFP redistribution, primary screen (AID 1961); hit rate 0.048% among 290,000; one-dose activation, % at 10 µM; EC50 in µM for titrated hits; U2OS GPR55 beta-arrestin-GFP redistribution imaging; higher % means a stronger effect;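 active means activation above 40% with more than 50 cells counted in the well; inconclusive means wells holding fewer than 50 cells, flagged as toxic or sparse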;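 further: U2OS osteosarcoma cells stably expressing GPR55 and beta-arrestin-GFP; plate controls were DMSO negative control for no effect and LPI positive control for full effect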
NOD1 inhibition: inhibition of NOD1-driven NF-kB reporter – cell-based, luminescence, uHTS, primary screen (AID 1578); one-dose inhibition, % at 4 µM; EC50 in µM for titrated hits; hit rate 1% among 290,000; NOD1-driven NF-kB luciferase reporter cells, luminescence; higher % means a stronger effect; in the data active means inhibition mostly above about 36%, no sharp cut-off; inactive means mostly below about 34%;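 further: HEK-293T reporter cells stimulated with the NOD1 agonist gamma-tri-DAP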
SIAH1 antagonists: blockers of Siah-1 interaction with plectin peptide – biochemical, fluorescence polarization, rhodamine-plectin, uHTS, primary screen (AID 1817); hit rate 0.02% among 290,000; Siah-1 / rhodamine-plectin peptide fluorescence polarization; higher % means a stronger effect; one-dose displacement, % at 20 µM; IC50 in µM for titrated hits;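 active means displacement of at least 50% at 20 µM, with a fluorescence ratio check between 0.3 and a set limit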;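 further: plate controls were Siah plus tracer with DMSO for no effect and tracer alone without Siah for full effect; strong numbers were not always called active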
KOR beta-arrestin-1: KOR agonists, beta-arrestin recruitment, primary screen, cell-based, luminescence, uHTS (AID 1777); KOR beta-arrestin recruitment, luminescence; higher % means a stronger effect; one-dose activation, % at 10 µM; EC50 in µM for titrated hits; hit rate 0.02% among 280,000; in the data active means activation above about 50%, passing the limit was not always enough; further: a part of the inactive calls stands beside numbers as strong as those of hits
KOR beta-arrestin-2: kappa opioid receptor blockers – cell-based, luminescence, uHTS (AID 1778); KOR beta-arrestin recruitment, luminescence, antagonist mode; higher % means a stronger effect; hit rate 0.091% among 290,000; inhibition, % at 10 µM, or IC50 in µM where a hit was titrated; in the data active means inhibition above about 50%; further: strong numbers were not always called active
GPR35 arrestin U2OS: GPR35 antagonists blocking zaprinast-driven arrestin recruitment, primary screen, imaging, U2OS, beta-arrestin-GFP, zaprinast agonist (AID 2058); one-dose inhibition, % at 10 µM; IC50 in µM for titrated hits; U2OS GPR35 beta-arrestin-GFP translocation imaging, zaprinast antagonism; higher % means a stronger effect; hit rate 0.052% among 290,000;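 active means inhibition of at least 50% with at least 30 cells and total cytoplasm GFP at most 10,000,000; inconclusive means under 30 cells or total GFP of 10,000,000 plus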
AID2073: inhibitors of Mint1-CaV2.2 protein interaction, biochemical, HTRF (AID 2073) | HTRF protein-protein interaction, Mint1-CaV2.2; higher % means a stronger effect | inhibition, % at 20 µM; hits with a dose series show IC50 in µM | hit rate 0.19% among 290,000; in the data active means inhibition mostly above about 51%, no sharp cut-off; inconclusive means no clear call, values can overlap the other calls; inactive means mostly below about 53%; further: some results filed as inactive read as strong as hits
HIV fusion peptide: cell-free HIV fusion peptide-binding blockers – biochemical, uHTS, fluorescence dequenching, primary screen (AID 1986). cell-free peptide binding, fluorescence dequenching, 30 min; higher % means a stronger effect. inhibition, % at 20 µM, or IC50 in µM where a hit was titrated. hit rate 0.3% among 290,000; in the data active means inhibition mostly above about 52%, no sharp cut-off; inactive means mostly below about 76%; further: some results filed as inactive read as strong as hits
GPR55 LPI antagonism: GPR55 antagonists blocking LPI-driven arrestin recruitment, primary screen, imaging, U2OS, beta-arrestin-GFP, LPI agonist (AID 2013); U2OS GPR55 beta-arrestin-GFP translocation imaging, LPI antagonism; higher % means a stronger effect; inhibition, % at 10 µM; hits with a dose series show IC50 in µM; hit rate 0.13% among 290,000;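 active means spots per cell inhibited over 60%, with over 100 cells counted and total cytoplasm intensity under 500,000; inconclusive means wells with under 100 cells, flagged as likely toxic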;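 further: U2OS cells stably carrying GPR55 and arrestin-GFP stimulated by 5 µM LPI near EC80; imaged beta-arrestin-GFP aggregate spots per cell after agonist stimulation; plate controls were LPI-stimulated DMSO wells for no effect and DMSO wells without LPI for full effect; some results filed as inactive read as strong as hits; confirmed hits need IC50 under 10 µM and bright autofluorescent wells are also inconclusive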
* marks the source's active call; other numbers are inactive results; [ ] = remark or other dose.

Results for Cc1ccc(C(=O)Nc2ccc3cn[nH]c3c2)cc1S(=O)(=O)N1CCOCC1 ?
GPR55 activation: -0.1%; NOD1 inhibition: -28.7%; SIAH1 antagonists: -1.2%; KOR beta-arrestin-1: -1.8%; KOR beta-arrestin-2: -51.6%[20 µM]; GPR35 arrestin U2OS: -3.8%; AID2073: 23.5%; HIV fusion peptide: -0.1%; GPR55 LPI antagonism: 16.2%

How did Cc1ccc(NC(=O)n2ccc(-c3ccc(-n4ccnc4)cc3)n2)cc1 do in these assays?
GPR55 activation: 0.8%; NOD1 inhibition: -30.9%; SIAH1 antagonists: -2.3%; KOR beta-arrestin-1: -0.8%; KOR beta-arrestin-2: -21.7%; GPR35 arrestin U2OS: -5.2%; AID2073: -1.1%; HIV fusion peptide: -1.3%; GPR55 LPI antagonism: 11.6%

What do the screens show for `COc1cccc2c(=O)n(CC(=O)Nc3ccc(F)cc3F)ccc12`?
GPR55 activation: -0.3%; NOD1 inhibition: 10.0%; SIAH1 antagonists: -1.8%; KOR beta-arrestin-1: -1.7%; KOR beta-arrestin-2: -8.8%; GPR35 arrestin U2OS: 8.5%; AID2073: inconclusive; HIV fusion peptide: -0.2%; GPR55 LPI antagonism: -6.0%

What do the screens show for `CCOC(=O)CN(C(=O)CNC(=O)c1cccs1)C(C(=O)NC1CCCC1)c1ccncc1` (configuration not stated)?
GPR55 activation: 0.2%; NOD1 inhibition: -23.8%; SIAH1 antagonists: 3.0%; KOR beta-arrestin-2: -13.7%[20 µM]; GPR35 arrestin U2OS: 2.2%; AID2073: 4.6%; HIV fusion peptide: -1.0%; GPR55 LPI antagonism: 3.2%

What do the screens show for `N/C(=N\N=C\c1ccco1)SC1CC(=O)N(c2ccc(C(=O)O)cc2)C1=O` (configuration not stated)?
GPR55 activation: 0.7%; NOD1 inhibition: -24.2%; SIAH1 antagonists: 6.4%; KOR beta-arrestin-1: -20.5%; KOR beta-arrestin-2: 17.3%; GPR35 arrestin U2OS: 0.7%; AID2073: 6.9%; HIV fusion peptide: 2.3%; GPR55 LPI antagonism: 13.7%

How did CC(=O)Nc1ccc(NC(=O)CSc2nnc(CC(C)O)n2-c2ccccc2)cc1 (configuration not stated) do in these assays?
GPR55 activation: 0.4%; NOD1 inhibition: -14.7%; SIAH1 antagonists: -1.5%; KOR beta-arrestin-1: -6.3%; KOR beta-arrestin-2: 11.5%; GPR35 arrestin U2OS: 4.9%; AID2073: 4.5%; HIV fusion peptide: 1.6%; GPR55 LPI antagonism: 3.6%

What do the screens show for `CC(C)OCC(O)CCc1n[nH]c(=S)n1-c1ccccc1` (configuration not stated)?
GPR55 activation: 0.0%; NOD1 inhibition: -5.6%; SIAH1 antagonists: -0.3%; KOR beta-arrestin-1: 3.3%; KOR beta-arrestin-2: -38.7%; GPR35 arrestin U2OS: -6.2%; AID2073: 3.1%; HIV fusion peptide: -0.7%; GPR55 LPI antagonism: -7.1%

What do the screens show for `CC1CC(CC(C)C(=O)Nc2nncs2)C(=O)O1` (configuration not stated)?
GPR55 activation: 0.9%; NOD1 inhibition: 0.2%; SIAH1 antagonists: -2.0%; KOR beta-arrestin-1: 10.9%; KOR beta-arrestin-2: 14.7%; GPR35 arrestin U2OS: -11.3%; AID2073: -4.1%; HIV fusion peptide: -0.9%; GPR55 LPI antagonism: 13.6%

Results for O=C(NNC(=O)c1sccc1-n1cccc1)Nc1ccccc1 ?
GPR55 activation: 0.1%; NOD1 inhibition: -17.3%; SIAH1 antagonists: 13.2%; KOR beta-arrestin-1: -6.2%; KOR beta-arrestin-2: 23.5%; GPR35 arrestin U2OS: 14.3%; AID2073: -3.1%; HIV fusion peptide: -1.1%; GPR55 LPI antagonism: 0.5%

Results for O=C(Nc1nc2c(ccc3ccccc32)s1)c1cc([N+](=O)[O-])ccc1N1CCOCC1 ?
GPR55 activation: 0.3%; NOD1 inhibition: -54.6%; SIAH1 antagonists: 3.1%; KOR beta-arrestin-1: -5.2%; KOR beta-arrestin-2: -52.4%[20 µM]; GPR35 arrestin U2OS: -10.5%; AID2073: 8.7%; HIV fusion peptide: -1.1%; GPR55 LPI antagonism: -21.4%

How did Cc1noc(C)c1COC(=O)CCc1nc2ccccc2s1 do in these assays?
GPR55 activation: -0.3%; NOD1 inhibition: 3.0%; SIAH1 antagonists: -0.9%; KOR beta-arrestin-1: -2.5%; KOR beta-arrestin-2: -26.4%; GPR35 arrestin U2OS: 17.9%; AID2073: 1.3%; HIV fusion peptide: 0.2%; GPR55 LPI antagonism: -32.9%

What do the screens show for `Cc1c(NC(=O)c2noc(C(C)C)c2[N+](=O)[O-])c(=O)n(-c2ccccc2)n1C`?
GPR55 activation: 0.3%; NOD1 inhibition: 0.5%; SIAH1 antagonists: 0.3%; KOR beta-arrestin-1: -0.7%; KOR beta-arrestin-2: 8.2%; GPR35 arrestin U2OS: -9.3%; AID2073: 0.7%; HIV fusion peptide: -0.9%; GPR55 LPI antagonism: 12.2%

Results for O=C(N/N=C\c1ccc(Cl)cc1)c1sccc1-n1cccc1 ?
GPR55 activation: 0.3%; NOD1 inhibition: -3.7%; SIAH1 antagonists: 4.1%; KOR beta-arrestin-1: 0.1%; KOR beta-arrestin-2: -4.3%; GPR35 arrestin U2OS: -0.8%; AID2073: -1.0%; HIV fusion peptide: -0.8%; GPR55 LPI antagonism: 1.3%

What do the screens show for `N#CCSc1nnc(-c2cccnc2)n1-c1ccccc1`?
GPR55 activation: -0.3%; NOD1 inhibition: -18.5%; SIAH1 antagonists: 0.8%; KOR beta-arrestin-1: 0.7%; KOR beta-arrestin-2: -0.3%; GPR35 arrestin U2OS: -0.7%; AID2073: -7.0%; HIV fusion peptide: 0.8%; GPR55 LPI antagonism: -6.6%

How did O=S(=O)(NCc1cccnc1)c1cccn1-c1ncc(C(F)(F)F)cc1Cl do in these assays?
GPR55 activation: -0.1%; NOD1 inhibition: 35.6%; SIAH1 antagonists: -3.7%; KOR beta-arrestin-1: -1.4%; KOR beta-arrestin-2: -1.1%[20 µM]; GPR35 arrestin U2OS: -4.6%; AID2073: -21.1%; HIV fusion peptide: -0.2%; GPR55 LPI antagonism: -11.3%

What do the screens show for `COc1ccc(C2=[N+](C)CCn3cccc32)c(OC)c1`?
GPR55 activation: 0.1%; NOD1 inhibition: -43.5%; SIAH1 antagonists: 1.4%; KOR beta-arrestin-1: -0.1%; KOR beta-arrestin-2: -20.0%; GPR35 arrestin U2OS: 6.3%; AID2073: 5.3%; HIV fusion peptide: 0.5%; GPR55 LPI antagonism: 10.3%

What do the screens show for `Clc1ccccc1Nc1nnc(-c2ccncc2)s1`?
GPR55 activation: -0.3%; NOD1 inhibition: 37.8%; SIAH1 antagonists: 2.1%; KOR beta-arrestin-1: 11.5%; KOR beta-arrestin-2: -17.5%; GPR35 arrestin U2OS: 8.2%; AID2073: 2.3%; HIV fusion peptide: -2.3%; GPR55 LPI antagonism: -1.2%

How did O=C(NCCCN1CCCC1=O)c1ccc2c(c1)ncn2C1CCCCC1 do in these assays?
GPR55 activation: -0.2%; NOD1 inhibition: -2.6%; SIAH1 antagonists: -3.9%; KOR beta-arrestin-1: 3.2%; KOR beta-arrestin-2: 12.0%; GPR35 arrestin U2OS: 8.2%; AID2073: -1.2%; HIV fusion peptide: 0.9%; GPR55 LPI antagonism: 3.1%

How did O=P(O)(O)CP(=O)(O)O do in these assays?
GPR55 activation: 0.6%; NOD1 inhibition: -12.4%; SIAH1 antagonists: 1.1%; KOR beta-arrestin-1: 3.7%; KOR beta-arrestin-2: -19.2%; GPR35 arrestin U2OS: 12.4%; AID2073: -9.7%; HIV fusion peptide: 1.4%; GPR55 LPI antagonism: 6.5%

Results for COCCN(CCOC)S(=O)(=O)c1ccc(C(=O)Nc2ccncc2)cc1 ?
GPR55 activation: 0.3%; NOD1 inhibition: -20.7%; SIAH1 antagonists: -2.6%; KOR beta-arrestin-1: 6.3%; KOR beta-arrestin-2: -26.1%; GPR35 arrestin U2OS: -5.3%; AID2073: -3.0%; HIV fusion peptide: 0.9%; GPR55 LPI antagonism: -0.6%

Results for CC(C)CCN1C(=O)c2ccc(-c3nc4ccccc4c(=O)o3)cc2C1=O ?
GPR55 activation: -0.1%; NOD1 inhibition: 14.8%; SIAH1 antagonists: 0.4%; KOR beta-arrestin-1: 0.6%; KOR beta-arrestin-2: 27.2%; GPR35 arrestin U2OS: -7.1%; AID2073: 0.1%; HIV fusion peptide: 0.8%; GPR55 LPI antagonism: -2.2%

Results for O=C(CSCc1ccccc1Cl)NNC(=S)Nc1ccccc1 ?
GPR55 activation: 0.2%; NOD1 inhibition: -0.2%; SIAH1 antagonists: -3.0%; KOR beta-arrestin-1: -1.4%; KOR beta-arrestin-2: 8.0%; GPR35 arrestin U2OS: -1.9%; AID2073: -15.6%; HIV fusion peptide: -2.1%; GPR55 LPI antagonism: -8.1%

What do the screens show for `O=C(NCc1ccc(Cl)cc1)c1ccc(-n2cccn2)nc1`?
GPR55 activation: 0.1%; NOD1 inhibition: -26.2%; SIAH1 antagonists: 9.2%; KOR beta-arrestin-1: -5.0%; KOR beta-arrestin-2: 16.4%; GPR35 arrestin U2OS: -5.3%; AID2073: 9.9%; HIV fusion peptide: -0.1%; GPR55 LPI antagonism: -8.3%

How did O=C(CNC(=S)N(Cc1ccccc1F)C1CCCCC1)NC1CC1 do in these assays?
GPR55 activation: -0.1%; NOD1 inhibition: 1.0%; SIAH1 antagonists: 1.0%; KOR beta-arrestin-1: 15.4%; KOR beta-arrestin-2: -1.9%; GPR35 arrestin U2OS: 8.2%; AID2073: 22.8%; HIV fusion peptide: -1.1%; GPR55 LPI antagonism: 10.5%

How did CCOC(=O)c1cnc2nc(SC)nn2c1N do in these assays?
GPR55 activation: 0.8%; NOD1 inhibition: -55.3%; SIAH1 antagonists: 7.9%; KOR beta-arrestin-1: 0.3%; KOR beta-arrestin-2: -24.9%; GPR35 arrestin U2OS: -1.2%; AID2073: 3.9%; HIV fusion peptide: -0.2%; GPR55 LPI antagonism: 17.2%

What do the screens show for `CCCc1ncc(C(O)c2ccccc2OC)n1C` (configuration not stated)?
GPR55 activation: 0.7%; NOD1 inhibition: -12.6%; SIAH1 antagonists: 4.4%; KOR beta-arrestin-1: -8.3%; KOR beta-arrestin-2: 0.9%; GPR35 arrestin U2OS: 13.6%; AID2073: -4.0%; HIV fusion peptide: 1.9%; GPR55 LPI antagonism: 1.9%

Results for Cc1ccc(C)c(C(=O)N2CCC(n3nccc3NC(=O)C3CC3)CC2)c1 ?
GPR55 activation: -0.1%; NOD1 inhibition: -3.1%; SIAH1 antagonists: 3.9%; KOR beta-arrestin-1: 2.4%; KOR beta-arrestin-2: 8.9%; GPR35 arrestin U2OS: 2.5%; AID2073: 10.9%; HIV fusion peptide: 1.8%; GPR55 LPI antagonism: 15.5%

Screens as filed in PubChem BioAssay.

A portion of the library; count on the stated rates, not on these rows.
